Wnt bcat act: Wnt/beta-catenin pathway activators, primary screen, cell-based, plate reader, single point | Wnt/beta-catenin reporter cell assay, activator | activation, % at 9.35 µM | 300,000 compounds, 1.2% hits | AID 743398, 2014; in the data active = activation above about 30%, passing the limit was not always enough;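 note: 0% = neutral control wells and 100% = positive control wells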
Numbers without * were called inactive.

Molecule	Wnt bcat act
O=C(c1cccc(Cl)c1)N1CCC(=O)N([C@H](COCc2ccccc2)Cc2ccccc2)CC1	-3
CC(=O)Nc1ccc(CN2C(=O)C(C)(C)ON=C2c2ccc(C(F)(F)F)cc2)cc1	-1
NC(Cc1ccc(C(F)(F)F)cc1)c1csc(Nc2ncccn2)n1 (configuration not stated)	0
CCCOc1ccc(F)cc1-c1cc(C(=O)Nc2ccc(C)c(NS(C)(=O)=O)c2)[nH]n1	-1
COc1ccc(-c2cnc3c(NC(C)=O)cc(-c4cc(F)ccc4OC)cn23)cc1OC	30
CC1=C(C(=O)OC(C)(C)C)C(c2ccc(Br)cc2)NC(=O)N1CCCC(=O)O (configuration not stated)	-1
Cc1cccc(C)c1NC(=O)C(c1ccncc1)n1c(=O)c(-c2ccccc2)nc2ccccc21 (configuration not stated)	8
CC(=O)c1ccc(-c2cnc3c(NC=O)cc(-c4ccc(C(=O)N5CCOCC5)cc4)cn23)cc1	0
CC[C@H](C)[C@@H]1NC(=O)c2cc([N+](=O)[O-])cc(I)c2NCC[C@@H](C(N)=O)NC(=O)[C@H](CCCN=C(N)N)NC1=O	-2
CC(C)c1cc(Cn2c3ccccc3c(=O)n2C(C)Cn2cc(-c3ccccc3)nn2)on1 (configuration not stated)	-1
COc1ccc(Cl)cc1-c1cc(C(=O)NCc2cc(C(F)(F)F)cc(C(F)(F)F)c2)[nH]n1	-4
CC1(C)OC(=O)C2=C(C[C@@H](C3CCCCC3)O[C@H]2c2ccc(F)cc2)O1	-2
CCCc1nc2ccccc2n1C(C(=O)NC(C)(C)C)C1CC1 (configuration not stated)	-2
CCC(C)N(Cc1ccc(OC)cc1OC)S(=O)(=O)c1cc(Br)ccc1Br (configuration not stated)	-6
COc1ccc(C(C(=O)Nc2ccc(F)cc2)N2CCN(c3ccncc3)CC2)cc1 (configuration not stated)	4
O=C(Nc1ccc2c(c1)OCO2)c1ccc2sc([C@@H]3O[C@H](CO)[C@@H](O)[C@H]3O)nc2c1	0
NC(Cc1ccc(C(F)(F)F)cc1)c1csc(Nc2cc(NCc3ccco3)ncn2)n1 (configuration not stated)	-5
Cc1ccc(F)c(S(=O)(=O)NC(=O)C2(C)CCN2C(=O)c2ccc(C3CCCCC3)cc2)c1 (configuration not stated)	0
COc1ccc(-c2coc3c(C(=O)Nc4ccc(OC)nc4)cccc23)c(C)c1	-1
COC(=O)[C@@]12C[C@@H](CC(=O)N3CCCCC3)C(=O)N(Cc3ccccc3)C1=CCC(C)(C)C2	-2
O=S1(=O)CC(N2CCN(CCO)CC2)CN1Cc1cn(Cc2ccc(F)cc2)nn1 (configuration not stated)	-2
Cc1ccc(-c2ccc(CN3C(C(C)C)C(=O)N(Cc4cn(CCC5OCCO5)nn4)CCS3(=O)=O)cc2)c(C)c1 (configuration not stated)	-4
COC(=O)[C@]12C[C@H](CC(=O)N3CCCC3)C(=O)N(CCC3=CCCCC3)C1=C[C@H](C(C)(C)C)O[C@@H]2C	-1
COc1cccc(CNC(=O)[C@@H]2CCCN2C(=O)[C@H]2CCCCN2C(=O)c2cccs2)c1	-2
Cc1ccc2c(CN3CCN(c4ccccc4)CC3)cc(=O)oc2c1	1
CC1CCCCC1NC(=O)C1CCC(CNS(=O)(=O)c2ccc3c(c2)C(C)(C)C(=O)N3C)CC1 (configuration not stated)	0
CCc1nc2ccc(C(=O)NCc3cccs3)cn2c1N(C)Cc1nccs1	0
COC(=O)C[C@@H]1C=C[C@@H](NC(C)=O)[C@@H](CO)O1	-3
Cc1cccc(COC[C@H](Cc2ccccc2)N2CCN(C(=O)c3cccc(Cl)c3)CCC2=O)c1	-3
Cc1cc(C)c2nc(-c3ccccc3)ccc2c1	14
COc1cc(CN2C[C@@H](CO)O[C@@H](n3cnc4c(NCc5ccc(F)cc5)ncnc43)C2)cc(OC)c1OC	-3
COc1ccc(C=O)c(-c2c(-c3ccccc3OC)sc3ccccc23)c1	-2
CC(C)c1ccc(NC(=O)C2(C)Cc3c(-c4cccc(C(F)(F)F)c4)ccnc3O2)cc1 (configuration not stated)	-1
COC(=O)c1c(N)[nH]c(C(=O)c2ccccc2)c1-c1ccc(Cl)cc1	-2
Cc1nc2c(OCC(=O)C(C)(C)C)cccn2c1N(C)Cc1cccs1	-5
C[C@@H]1CN([C@H](C)CO)S(=O)(=O)c2ccc(Br)cc2O[C@H]1CN(C)CC1CCOCC1	0
Oc1ccc(C[C@H]2CNC(=S)N2CC2CCCN2C[C@H](Cc2ccccc2)N2C[C@H](Cc3ccc(O)cc3)N(CC3CCCCC3)C2=S)cc1 (some centres not stated)	-4
COCc1[nH]nc2c1C(c1ccc3c(c1)OCO3)N(c1ccc(OC)cc1)C2=O (configuration not stated)	2
O=C(CC1CCCC1)N[C@@H](Cc1cccnc1)C(=O)N1CCC[C@H]1C(=O)NC1CCCC1	12
CC(C)NC(=O)C1C(c2ccc(C(F)(F)F)cc2)=Nc2ccccc2N1C(=O)c1ccco1 (configuration not stated)	-1
CCNC(=O)C1(C)CCCN(Cc2cccc3c(OC)cc(C(=O)OCC)cc23)C1 (configuration not stated)	0
COc1ccc(S(=O)(=O)N2CCC3CC2c2cc(-c4ccc5c(c4)OCO5)ccc23)cc1 (configuration not stated)	0
COC(=O)C1=C(C)N(C)C(=NCc2ccccc2C(F)(F)F)NC1CCc1ccccc1 (configuration not stated)	0
CC(N)C(=O)NC(C(=O)NC(C)C(=O)Nc1cccc2ccccc12)C(C)C (configuration not stated)	-1
COC(=O)C1=C(C)N(Cc2cccc(C(F)(F)F)c2)C(=NCC2CC2)NC1c1cccc(F)c1 (configuration not stated)	-12

Rewritten with the structure last: part of the list above.
| Wnt bcat act | Structure |
| --- | --- |
| -2 | CCCc1nc2ccccc2n1C(C(=O)NC(C)(C)C)C1CC1 (configuration not stated) |
| -6 | CCC(C)N(Cc1ccc(OC)cc1OC)S(=O)(=O)c1cc(Br)ccc1Br (configuration not stated) |
| 4 | COc1ccc(C(C(=O)Nc2ccc(F)cc2)N2CCN(c3ccncc3)CC2)cc1 (configuration not stated) |
| 0 | O=C(Nc1ccc2c(c1)OCO2)c1ccc2sc([C@@H]3O[C@H](CO)[C@@H](O)[C@H]3O)nc2c1 |
| -5 | NC(Cc1ccc(C(F)(F)F)cc1)c1csc(Nc2cc(NCc3ccco3)ncn2)n1 (configuration not stated) |
| 0 | Cc1ccc(F)c(S(=O)(=O)NC(=O)C2(C)CCN2C(=O)c2ccc(C3CCCCC3)cc2)c1 (configuration not stated) |
| -1 | COc1ccc(-c2coc3c(C(=O)Nc4ccc(OC)nc4)cccc23)c(C)c1 |
| -2 | COC(=O)[C@@]12C[C@@H](CC(=O)N3CCCCC3)C(=O)N(Cc3ccccc3)C1=CCC(C)(C)C2 |
| -2 | O=S1(=O)CC(N2CCN(CCO)CC2)CN1Cc1cn(Cc2ccc(F)cc2)nn1 (configuration not stated) |
| -4 | Cc1ccc(-c2ccc(CN3C(C(C)C)C(=O)N(Cc4cn(CCC5OCCO5)nn4)CCS3(=O)=O)cc2)c(C)c1 (configuration not stated) |
| -1 | COC(=O)[C@]12C[C@H](CC(=O)N3CCCC3)C(=O)N(CCC3=CCCCC3)C1=C[C@H](C(C)(C)C)O[C@@H]2C |
| -2 | COc1cccc(CNC(=O)[C@@H]2CCCN2C(=O)[C@H]2CCCCN2C(=O)c2cccs2)c1 |
| 1 | Cc1ccc2c(CN3CCN(c4ccccc4)CC3)cc(=O)oc2c1 |
| 0 | CC1CCCCC1NC(=O)C1CCC(CNS(=O)(=O)c2ccc3c(c2)C(C)(C)C(=O)N3C)CC1 (configuration not stated) |
| 0 | CCc1nc2ccc(C(=O)NCc3cccs3)cn2c1N(C)Cc1nccs1 |
| -3 | COC(=O)C[C@@H]1C=C[C@@H](NC(C)=O)[C@@H](CO)O1 |
| -3 | Cc1cccc(COC[C@H](Cc2ccccc2)N2CCN(C(=O)c3cccc(Cl)c3)CCC2=O)c1 |
| 14 | Cc1cc(C)c2nc(-c3ccccc3)ccc2c1 |
| -3 | COc1cc(CN2C[C@@H](CO)O[C@@H](n3cnc4c(NCc5ccc(F)cc5)ncnc43)C2)cc(OC)c1OC |
| -2 | COc1ccc(C=O)c(-c2c(-c3ccccc3OC)sc3ccccc23)c1 |
| -1 | CC(C)c1ccc(NC(=O)C2(C)Cc3c(-c4cccc(C(F)(F)F)c4)ccnc3O2)cc1 (configuration not stated) |
| -2 | COC(=O)c1c(N)[nH]c(C(=O)c2ccccc2)c1-c1ccc(Cl)cc1 |
| -5 | Cc1nc2c(OCC(=O)C(C)(C)C)cccn2c1N(C)Cc1cccs1 |
| 0 | C[C@@H]1CN([C@H](C)CO)S(=O)(=O)c2ccc(Br)cc2O[C@H]1CN(C)CC1CCOCC1 |

Additional entries follow.
Molecule	Wnt bcat act
CC1(C(=O)NCc2ccccc2)CN(S(C)(=O)=O)CC(=O)N1CCCN1CCOCC1 (configuration not stated)	2
CCCCCCCCN1C(=O)[C@H](CC(=O)NCc2cccc3ccccc23)C[C@@]2(C(=O)OCC)CCCC=C12	3
CCOC(=O)N(C)c1c(CC)nc2c(OCc3cc(Cl)cc(Cl)c3)cccn12	0
COc1ccccc1N1CCN(c2ncnc3n[nH]c(Br)c23)CC1	-1
Cc1csc(-c2ccc3cc(Cl)cc(Cl)c3n2)n1	4
CC1(Cc2ccc(OC(F)(F)F)cc2)C(=O)Nc2ccc(OC(F)(F)F)cc21 (configuration not stated)	-2
CCCCn1nnnc1C1(C)CCC(=O)N1CC(F)(F)F (configuration not stated)	-2
COc1ccc(C2=Nc3ccccc3N(C(=O)c3ccc4ncccc4c3)C2C(=O)NC(C)(C)C)cc1 (configuration not stated)	34*
CC(C)(C)c1ccc(CC(=O)N2CCC2(C)C(=O)NS(=O)(=O)c2cccs2)cc1 (configuration not stated)	-2
COC(=O)c1cc2c(c3c4ccccc4n(S(=O)(=O)c4ccc(C)cc4)c13)C(=O)N(Cc1ccccc1)C2	-2
CCCCOc1ncnc2c1[nH]c1ccc(C)cc12	43*
CC(CNC(=O)[C@H]1O[C@@H](n2cnc3c(=O)[nH]c(N)nc32)[C@H](O)[C@@H]1O)c1ccccc1 (some centres not stated)	-3
CC(C)c1ccc(CC(=O)N2CCC2(C)C(=O)Nc2ccc3c(c2)OCCO3)cc1 (configuration not stated)	0
Cc1cc(C)cc(C(O)c2ncc(-c3cccc(F)c3)[nH]2)c1 (configuration not stated)	-4
COCCN1C(=O)CSCC1(C)C(=O)NCc1ccccc1 (configuration not stated)	-3
CC(C)N1CCCC(C)(C(=O)Nc2nc3ccccc3n2C)C1 (configuration not stated)	6
CCOC(=O)[C@]12CCC=C1N(Cc1ccccc1)C(=O)[C@H](CC(=O)N1CCCC1)C2	-1
CC(C)C[C@H]1CNC(=S)N1C[C@H]1CCCN1C[C@H](CC(C)C)N1C[C@H](Cc2ccc(O)cc2)N(CCc2ccccc2)C1=S	-3
CCc1nc2ccc(C(=O)NCCCN(C)C)cn2c1N(CC)CCOC	-4
O=C1NC[C@@H](CCCCN2C[C@H](Cc3ccc(O)cc3)N(CCc3ccc(O)cc3)C(=O)C2=O)N(CCc2ccc(O)cc2)C1=O	-4
CCOC(=O)[C@]12CCCC=C1N(Cc1ccccc1)C(=O)[C@H](CC(=O)N1CCCC1)C2	1
CN(Cc1ccccc1)C(=O)[C@@H]1CCCN1C(=O)[C@@H]1CCCN1C(=O)c1ccccc1	-2
CCCC(=O)Nc1nnc([C@H]2C[C@H](O)[C@@H](CO)O2)s1	-3
CCCCNC(=O)C1(C)CCN1C(=O)c1cncc(Br)c1 (configuration not stated)	0
Cc1ccc(CNC(=O)c2[nH]c(C(F)(F)F)nc2-c2ccccc2)cc1	-1
O=CNc1cc(-c2cccc(O)c2)cn2c(-c3ccc(F)cc3)cnc12	-3
Cc1cc(N2CCOCC2)nc2ccc(NC(=O)C3CCCCC3)cc12	0
O=C(CC[C@H]1O[C@@H](n2ccc(=O)[nH]c2=O)[C@H](O)[C@@H]1O)N[C@H](Cc1ccccc1)C(=O)NCC1CCCO1 (some centres not stated)	-1
Cc1ccc(-c2nc3ccc(Cl)cn3c2Cc2cccc(Cl)c2)cc1	46*
Cn1ncc2cc3c(Nc4ccc(Cl)cc4)cccc3nc21	-1
O=C(Cn1c(=O)[nH]c2ccsc2c1=O)N1CCN(c2ccc(F)cc2)CC1	-5
O=C(NCC1CC1)C1Cc2c(-c3cccc(F)c3)ccnc2O1 (configuration not stated)	-2
CCc1nc2ccc(C(=O)NCCOc3ccc(OC)cc3)cn2c1N(C)Cc1ccc(N(C)C)cc1	-1
COc1ccc(CC(N)c2csc(NC(=O)C(c3ccccc3)c3ccccc3)n2)cc1 (configuration not stated)	-3
C[C@@H]1CN([C@H](C)CO)C(=O)CCCn2cc(nn2)CO[C@H]1CN(C)C(=O)Oc1ccccc1	0
CC(=O)c1cc2cccc(OC3(C)CCN(Cc4ccc5ccccc5c4)C3)c2o1 (configuration not stated)	-3
CCCCCn1nnnc1-c1nc2cc3ccccc3cc2[nH]c1=O	-2
Cc1ccc(NC(=O)[C@@H](Cc2ccccc2)NC(=O)[C@H]2O[C@@H](n3ccc(=O)[nH]c3=O)[C@H](O)[C@@H]2O)cc1C	-2
NC(=O)C[C@@H]1NC(=O)c2cc([N+](=O)[O-])cc(F)c2NCCCC[C@@H](C(N)=O)NC(=O)[C@H](CO)NC1=O	5
O=C(N[C@@H](Cc1cccnc1)C(=O)N1CCC[C@H]1C(=O)NCc1ccccc1)c1ccc(Cl)cc1Cl	-2

A portion of the library (hit frequency here may not be typical).
